# Screens from PubChem BioAssay.
# HTR5A inv ag – inverse agonist of human HTR5A in OPRM1-OPRD1 counter-screen | 340,000 compounds, 0.083% hits | AID 504634 | P47898 | inhibition, % at 9.3 µM | HTR5A cell line, luminescence, inverse agonism; in the data active means inhibition mostly above about 23%, no sharp cut-off; inactive means mostly below about 18%;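 further: 0% = cells with DMSO and 100% = no-cell wells with DMSO; some compounds called inactive have numbers as strong as hits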
# PKA-R2B activ – activates the human PKA-R2B holoenzyme complex. P22694+P31323. PKA-R2B holoenzyme dissociation, Cy5-IP20 fluorescence polarization; R2B truncated from residue 108, S112A mutant; 0% DMSO only, 100% 113 µM cGMP. activation, % at 11.4 µM. 340,000 compounds, 0.079% hits;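 active means activation above a cutoff set at the mean over all compounds plus 3 SD, cut at about 18% in these data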;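 further: higher means more holoenzyme dissociation and a rise in polarization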
# Target sequence (P31323 whole entry, looked up, other chains not shown, the tested form may be a part): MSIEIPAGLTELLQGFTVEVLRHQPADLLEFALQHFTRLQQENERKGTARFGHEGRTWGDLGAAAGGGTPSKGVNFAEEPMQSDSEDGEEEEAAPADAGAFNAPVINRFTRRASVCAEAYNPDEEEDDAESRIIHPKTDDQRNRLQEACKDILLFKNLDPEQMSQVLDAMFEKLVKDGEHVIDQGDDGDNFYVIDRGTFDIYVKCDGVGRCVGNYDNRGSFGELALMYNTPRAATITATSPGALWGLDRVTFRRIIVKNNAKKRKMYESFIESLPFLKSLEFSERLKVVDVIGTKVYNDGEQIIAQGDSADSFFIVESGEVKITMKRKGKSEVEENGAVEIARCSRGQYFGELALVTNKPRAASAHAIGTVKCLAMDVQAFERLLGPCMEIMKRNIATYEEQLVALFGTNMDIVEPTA
# AddAB inh – less growth of phage-infected E. coli with AddAB | inhibition, % at 11.9 µM | 330,000 compounds, 0.29% hits | E. coli expressing H. pylori AddAB, absorbance growth; in the data active means inhibition above about 12%;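 further: 0% = vehicle wells of infected cells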
# HTR5A ag ctr – activates human HTR5A in OPRM1-OPRD1 agonist counter-screen; P47898; HTR5A agonist assay, luminescence, cell-based; activation, % at 9.3 µM; 340,000 compounds, 0.61% hits; in the data active means activation mostly above about 9.5%, no sharp cut-off; inactive means mostly below about 7.6%;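 further: 0% = cells with vehicle only and 100% = reference agonist; strong numbers were not always called active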
# Mot1-301 SUMO – blocks SUMOylation pathway, rescuing yeast Mot1-301 growth. S. cerevisiae Mot1-301 growth rescue, ATP luminescence, 38.5C; percent above DMSO median, 100 means doubled. growth rescue, % at 18.8 µM. 320,000 compounds, 1% hits;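 active means every valid replicate shows activation above 250% relative to neutral control wells; inactive means the rest, any valid replicate at or below 250%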;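 further: OY570 slx delta 5 strain wells were the positive control but not used for scaling; some compounds called inactive have numbers as strong as hits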
# Ecoli viability – reduces bacterial viability in AddAB counter-screen. 330,000 compounds, 0.27% hits. E. coli V3065 growth, OD600 absorbance, 18 h. inhibition, % at 11.9 µM;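 active means inhibition above the campaign's mean inhibition across all tested compounds plus 3 SD, cut at about 9.9% in these data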;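 further: uninfected addAB+ strain grown without phage in ampicillin broth; 0% = DMSO wells and 100% = ciprofloxacin 0.95 µg/ml wells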
# DAGLB inh – diacylglycerol lipase beta (human) inhibition; AID 504411; 340,000 compounds, 0.059% hits; HEK293T DAGLB membrane lysate, EnzChek fluorogenic substrate; inhibition, % at 5.17 µM; Q8NCG7; in the data active means inhibition above about 34%;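 further: 0% = enzyme with vehicle and 100% = wells lacking enzyme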
# Target sequence (Q8NCG7 whole entry, looked up): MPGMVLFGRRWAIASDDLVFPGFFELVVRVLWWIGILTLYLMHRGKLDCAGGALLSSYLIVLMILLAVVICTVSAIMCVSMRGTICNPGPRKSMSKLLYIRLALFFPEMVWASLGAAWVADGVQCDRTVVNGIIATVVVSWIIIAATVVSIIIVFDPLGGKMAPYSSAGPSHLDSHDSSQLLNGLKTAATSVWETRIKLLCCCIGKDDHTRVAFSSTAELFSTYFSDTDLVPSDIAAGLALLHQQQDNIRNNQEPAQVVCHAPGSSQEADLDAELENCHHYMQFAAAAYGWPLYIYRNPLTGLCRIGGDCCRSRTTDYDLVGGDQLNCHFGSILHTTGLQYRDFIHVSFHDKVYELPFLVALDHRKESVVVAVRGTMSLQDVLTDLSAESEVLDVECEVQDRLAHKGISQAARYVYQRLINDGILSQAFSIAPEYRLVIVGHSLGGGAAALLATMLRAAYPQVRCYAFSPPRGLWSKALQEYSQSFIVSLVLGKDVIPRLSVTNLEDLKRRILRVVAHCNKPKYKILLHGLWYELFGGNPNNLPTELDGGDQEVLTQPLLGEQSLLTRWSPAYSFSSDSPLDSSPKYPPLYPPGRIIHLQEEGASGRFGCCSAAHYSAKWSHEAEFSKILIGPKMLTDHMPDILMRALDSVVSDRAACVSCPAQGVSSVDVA
# PKA-R1A activ – PKA-R1A complex activation | PKA-R1A dissociation, Cy5-IP20 fluorescence polarization; scaled: DMSO 0%, 113 µM cGMP 100% | activation, % at 11.4 µM | 340,000 compounds, 0.083% hits | AID 504707;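 active means percent activation above the mean of all tested compounds plus 3 SD, cut at about 19% in these data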;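 further: higher means more PKAc released from R1A so a rise in polarization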
# CDK5 p35 inh – inhibitors of human CDK5/p35 kinase. inhibition, % at 10 µM. 330,000 compounds, 0.01% hits. Q00535+Q15078. Recombinant CDK5/p35, ADP-Glo luminescence, 60 min;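 active means highest replicate inhibition of at least 50% and at least 75% of replicates reaching 50%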;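 further: plate controls were DMSO neutral control for no effect and GW8510 at 10 µM for full effect; many of its hits are not listed in these tables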
# Tat export inh – inhibitors of E. coli Tat protein transport; E. coli MC4100 TorA-mCherry Tat export, fluorescence; inhibition, % at 10 µM; 340,000 compounds, 0.036% hits;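 active means mean replicate inhibition at least 50% and at least half of replicates individually reaching 50%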;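 further: exported cargo escapes ClpAP degradation while cytoplasmic cargo is degraded and loses fluorescence; 0% = median of neutral control wells and 100% = median of NaSCN control wells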
# phage Ecoli inh – E. coli growth loss with phage present; growth absorbance; inhibition, % at 11.9 µM; 360,000 compounds, 0.26% hits; in the data active means inhibition above about 11%
# Starred values were filed as active, the others as inactive; nt = not tested or not shown.
# Below each compound: HTR5A inv ag	PKA-R2B activ	AddAB inh	HTR5A ag ctr	Mot1-301 SUMO	Ecoli viability	DAGLB inh	PKA-R1A activ	CDK5 p35 inh	Tat export inh	phage Ecoli inh
[1] Cc1ccc(C)c(NS(=O)(=O)c2cc(C(=O)NCc3ccccn3)ccc2Cl)c1
→ 1.9	-2.9	0.7	3.6	60.7	0.1	-0.1	-9.2	-1.5	-6.3	4.0
[2] Cc1cccc(C)c1NC(=O)CNC(=O)COC(=O)c1ccc(Cl)s1
→ -11.4	-2.4	0.0	4.6	-5.6	0.8	-1.6	-1.2	-0.7	-3.1	2.1
[3] COc1ccc(OC)c(NC(=O)C2CCN(S(=O)(=O)c3ccc4c(c3)CC(C)N4C(C)=O)CC2)c1 (stereo not given)
→ 15.3	-10.3	2.7	2.0	-12.0	0.4	1.9	-4.0	-0.4	-0.7	-0.6
[4] Cc1ccccc1NC(=O)CN1C(=O)NC(C)(c2ccc3c(c2)OCO3)C1=O (stereo not given)
→ -15.1	8.9	0.2	5.9	-6.8	-0.4	-1.1	-4.4	-1.4	-5.1	2.6
[5] COc1ccc(-n2ccnc2SCC(=O)NCc2ccc(F)cc2)c(OC)c1
→ 14.0	2.6	2.8	-0.5	-6.3	-1.1	-0.5	-8.4	0.7	-1.5	0.6
[6] COc1ccc(CCNC(=O)c2csc3c2CCCC3)cc1
→ 12.7	-3.1	5.2	-4.9	10.6	2.2	-5.3	-7.2	-3.1	-3.2	2.2
[7] CCC(C(=O)NC1CCCC1)N(C(=O)c1snc(C(N)=O)c1N)c1ccc2c(c1)OCCO2 (stereo not given)
→ 15.7	-10.6	0.4	-1.9	-4.8	3.2	-0.9	1.3	-0.5	0.9	nt
[8] CCCCn1c(=O)c(CCC(=O)OCC(=O)NC(=O)NCCOC)nc2ccccc21
→ 15.3	-13.0	0.9	-5.3	6.6	0.2	-1.3	7.1	-0.6	2.8	2.3
[9] O=C(N/C(=C\c1ccc(Br)cc1)C(=O)N1CCOCC1)c1ccc(Br)o1
→ -9.3	5.4	3.7	-0.3	-12.8	-1.8	-0.8	-0.2	-0.9	1.8	2.2
[10] COc1ccc2cc(Br)ccc2c1CC(=O)NCCCN1CCOCC1
→ 3.3	3.0	0.1	11.7	11.0	-1.2	1.2	12.5	0.7	-0.1	1.4
[11] O=C(c1ccc(Cl)cc1)c1cnc(-c2ccccc2)s1
→ -5.8	-11.0	nt	-1.1	nt	nt	-2.9	-11.1	-1.1	3.3	0.8
[12] COCCn1c(=NC(=O)c2cc3ccccc3oc2=O)sc2cc(S(N)(=O)=O)ccc21
→ 5.6	-2.8	0.3	-2.1	6.7	-0.3	-0.4	-13.1	1.0	0.2	4.1
[13] COc1cccc(C=Nc2ccc(C)c(F)c2)c1O
→ 10.2	0.3	-0.1	4.0	171.3	0.1	-0.4	2.2	-0.1	-5.4	4.8
[14] CCOC(=O)CCc1c(C)nc(SCC(=O)O)c(C#N)c1C
→ -2.6	6.7	3.1	1.8	118.5	-2.0	-1.1	5.1	1.5	-3.8	0.1
[15] CCC[C@@H](CNC)NC[C@H](Cc1ccccc1)NCCCCc1ccccc1
→ -25.5	-6.4	0.0	7.3	-2.3	-4.5	-2.7	5.4	-0.1	5.6	-1.7
[16] Cc1cccc([C@@H]2[C@@H]3C(=O)N(Cc4ccccc4)C(=O)[C@@H]3[C@]3(Cc4ccc(Cl)cc4)C(=O)N(c4cccc(Cl)c4)C(=O)N23)c1
→ -4.0	-3.6	1.6	1.5	0.4	-2.5	-3.9	3.9	-1.6	-12.4	1.9
[17] CCOC(=O)/C=C1\SCC(=O)N1CC(=O)NCc1ccc(OC)c(OC)c1
→ 6.3	2.8	-0.7	-2.4	-0.2	-0.6	-0.6	5.8	-2.2	-2.6	2.3
[18] Cc1ccc(Cl)cc1N1CCN(C(=O)CN(c2ccccc2)S(=O)(=O)N(C)C)CC1
→ 0.6	-15.4	-0.5	-0.2	232.7	-2.9	-5.2	-6.5	-0.1	0.9	0.5
[19] COc1ccc(NC(=O)/C(=C\c2ccc3c(c2)OCO3)NC(C)=O)cc1
→ 6.2	-0.2	0.1	-2.3	-9.0	-2.0	-2.9	-11.1	1.0	-9.8	2.4
[20] COc1cc2c(cc1OC)C(c1cccs1)N(C(=O)c1cccc(S(=O)(=O)N(C)C)c1)CC2 (stereo not given)
→ 16.6	5.4	-3.0	-5.3	7.0	-1.6	-0.5	3.8	0.6	-6.3	-1.1
[21] CCCCNC(=O)c1ccccc1NC(=O)C1=C(C)OCCS1
→ -26.6	2.0	0.7	7.5	547.8*	-1.0	-1.3	-0.7	0.0	5.1	1.2
[22] O=C(CCn1c(=O)sc2ccccc21)NCc1ccccc1
→ -20.5	-8.1	-2.6	4.0	-14.4	1.4	-7.9	-6.2	4.4	4.3	4.1
[23] O=C(COC(=O)CNC(=O)c1ccccc1Cl)Nc1ccccc1Cl
→ -10.0	-2.9	2.5	3.4	-4.6	0.3	-3.1	10.5	0.0	-16.2	1.2
[24] Cc1ccccc1Nc1nc(N)nc(C)c1Br
→ -7.2	0.0	nt	1.8	nt	nt	0.5	3.5	-1.8	14.1	1.3
[25] COC(=O)c1scc(C#N)c1N/N=C(\C#N)S(=O)(=O)c1ccc(Cl)cc1
→ nt	nt	1.7	nt	-5.6	-0.5	nt	nt	-0.2	4.7	0.9
[26] CN1OC[C@@H]2CN[C@H](c3cccc(-c4cc(Cl)cc(Cl)c4)c3)C[C@@H]21
→ -2.1	-2.9	nt	0.6	nt	nt	-0.6	1.0	-0.4	-6.9	-1.0
[27] CC(C)(C)c1ccc(C(=O)NCC(=O)N/N=C/c2ccccc2OCC(=O)O)cc1
→ 13.8	-5.7	-1.1	-5.4	-16.2	-2.4	0.0	4.3	-1.4	-5.0	4.7
[28] CC(C)c1ccc(NC(=O)C2CC3CCC2C3)cc1 (stereo not given)
→ -2.8	-6.2	4.1	6.1	0.1	1.2	-10.9	1.6	1.0	-3.2	4.2
[29] O=C(Nc1cccc(S(=O)(=O)C(F)F)c1)c1ccc(S(=O)(=O)N2CCOCC2)cc1
→ 2.0	0.0	0.3	-0.8	-1.7	1.4	0.8	-2.8	2.4	-5.7	1.0
[30] Cc1ccc(S(=O)(=O)N2CCN(CC(=O)Nc3ccnn3C3CCCC3)CC2)cc1
→ -12.8	-4.1	0.1	5.2	5.8	0.3	-1.2	2.9	-0.1	-0.5	0.6
[31] O=[N+]([O-])c1cc(C(F)(F)F)ccc1Oc1cccnc1[N+](=O)[O-]
→ -6.1	-14.9	2.6	2.2	-15.9	-0.6	1.1	2.4	-0.5	11.8	0.6
[32] COc1ccc(/C=C/CN2CCN(Cc3ccccc3)C(CCO)C2)cc1 (stereo not given)
→ 14.8	-9.2	6.1	-5.8	-0.2	-0.1	0.5	10.6	-0.4	12.8	3.7
[33] COc1ccc(CCNC(=O)c2cnn(-c3ccc(C)c(C)c3)c2NC(=O)c2ccco2)cc1OC
→ 0.7	-0.6	-1.0	-1.7	-3.9	-1.6	1.1	-10.2	-1.1	-0.2	-1.8
[34] Cc1nc2ccc(NC(=O)c3ccc(S(=O)(=O)N(C)c4ccccc4)cc3)cc2s1
→ 20.5	-0.6	1.2	7.3	-4.4	-0.3	-5.2	-8.4	1.5	0.7	2.2
[35] CCOc1ccc(/C=N/N(C)c2ccccc2)cc1OC
→ -4.9	-8.7	-0.2	1.4	nt	-4.9	-2.1	-2.2	-0.3	1.3	2.7
[36] COc1ccc(/C=C(/NC(=O)c2ccccc2)C(=O)NC2CCS(=O)(=O)C2)cc1 (stereo not given)
→ 1.5	-6.5	2.8	-0.6	20.7	-0.6	0.6	6.3	1.4	5.4	6.7
[37] COc1ccc(CCNC(=O)C/C(C)=N/NC(=O)C23CC4CC(CC(C4)C2)C3)cc1OC
→ -4.0	-7.3	2.2	2.2	-4.5	-0.7	0.4	-4.2	1.5	-3.9	0.2
[38] CC(C)CN(C(=O)COC(=O)CCC(=O)c1ccc(Cl)cc1)c1c(N)n(Cc2ccccc2)c(=O)[nH]c1=O
→ -2.4	-4.3	3.6	4.2	0.0	-0.6	6.2	-1.2	1.3	-1.6	4.0
[39] CCCCCn1c(CN2CCN(c3cccc(Cl)c3)CC2)nc2c1c(=O)[nH]c(=O)n2C
→ -26.3	-7.6	0.9	2.9	-7.7	-0.6	5.5	-10.0	0.8	15.5	1.2
[40] O=C(CCNS(=O)(=O)c1ccc2[nH]c(=O)oc2c1)Nc1cccc(Br)c1
→ -4.0	4.7	-0.1	-4.8	-3.3	-1.7	0.8	-5.2	-0.1	-6.2	0.9
[41] CCCC(=O)Nc1ccc2c(c1)nc(CCN1CCN(c3ccccn3)CC1)n2C
→ -6.8	-0.4	nt	1.8	7.7	nt	-3.3	-25.3	1.7	0.1	2.0
[42] Cn1nc(Cc2n[nH]c(=S)n2C)c2ccccc2c1=O
→ 18.0	2.1	2.1	1.5	8.0	2.7	-0.2	11.5	1.5	-10.1	2.8
[43] COC(=O)C1=C(O)/C(=C\c2ccc(CNC(=O)C(=O)Nc3ccc(C)c(C)c3)o2)N=C1C
→ -9.9	-11.3	1.2	-3.6	8.3	-1.1	7.5	-5.6	1.2	3.9	2.8
[44] Cc1cccn2c(=O)nc(SCC(=O)NCc3ccco3)nc12
→ -3.1	-13.1	0.2	1.1	-2.0	1.6	1.0	0.8	2.3	-12.6	1.2
[45] O=C(NCCN1CCCC1=O)C1CCC(=O)N(CCc2cccc(F)c2)C1 (stereo not given)
→ -2.0	-9.3	-1.2	0.3	-0.2	-1.2	-1.5	-6.1	-0.2	-5.1	0.4
[46] CN(C)S(=O)(=O)c1ccc(C(=O)NCc2nnc(SCC(=O)Nc3ccc(F)cc3)n2-c2ccc(F)cc2)cc1
→ -0.6	1.8	3.2	0.7	-7.7	1.4	-3.1	-4.0	1.0	-2.5	2.5
[47] COc1ccc(-c2noc(N3CCC(C(=O)Nc4ccccc4OC)CC3)n2)cc1
→ -29.5	0.7	-2.0	3.0	11.9	-0.4	-2.4	-8.8	-0.4	8.7	1.9
[48] O=C(O)CCCCCNC(=O)c1ccccc1Br
→ 11.2	-3.8	0.3	-1.2	0.2	1.2	-1.3	-0.8	-1.4	-11.6	-0.4
[49] CC(Oc1cccnc1[N+](=O)[O-])C(=O)Nc1cccc(Cl)c1 (stereo not given)
→ -8.9	-8.4	3.2	5.3	2.6	4.1	-0.6	4.2	-1.1	2.5	1.9
[50] O=C(Cn1cnc2ccc(Br)cc2c1=O)c1cccs1
→ 6.8	-8.9	-0.5	-1.9	369.2	-0.2	3.2	-9.5	1.2	-3.7	nt
[51] O=C(Cn1cnc2ccccc2c1=O)c1cccs1
→ -18.1	-2.1	0.0	6.6	-4.2	-1.0	-2.0	-1.8	-0.3	8.5	1.0
[52] c1ccc(SCc2nc3ccccc3[nH]2)cc1
→ -11.1	-3.1	2.3	4.6	-7.2	1.9	0.2	0.8	-1.8	-6.0	2.8
[53] O=C(NC1CCCc2ccccc21)c1cccnc1 (stereo not given)
→ -8.2	6.4	0.3	0.8	nt	0.1	0.3	12.3	-0.4	-8.4	3.0
[54] O=C(Cn1c(=O)c2cccn2c2ccc(F)cc21)NCCCN1CCN(c2ccccc2F)CC1
→ 0.7	-4.1	2.5	-1.1	-5.7	-0.7	-1.6	-9.4	1.5	-9.2	1.7
